Source: PubChem BioAssay
LYPLA1 inh: counter-screen for PME1 inhibitors: inhibitors of human LYPLA1; O75608; recombinant LYPLA1, FP-Rh probe fluorescence polarization; inhibition, % at 5.9 µM; actives 0.16% (n = 320,000);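 active means inhibition above the mean of all tested compounds plus 3 SD, set per campaign, cut at about 14% in these data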;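 further: inhibitors block serine hydrolase probe labeling of LYPLA1 so polarization falls; 0% = enzyme with DMSO and 100% = wells lacking LYPLA1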
GSTO1 counter: GSTO1 inhibition, counter-screen for RBBP9 inhibitors | recombinant GSTO1, activity-based probe fluorescence polarization | actives 1.1% (n = 300,000) | inhibition, % at 5.96 µM | P78417 | AID 1974;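 active means inhibition above the campaign mean inhibition plus 3 SD, cut at about 35% in these data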;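 further: 0% = GSTO1-1 with DMSO and 100% = wells lacking GSTO1-1 enzyme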
Target sequence (P78417 whole entry, looked up): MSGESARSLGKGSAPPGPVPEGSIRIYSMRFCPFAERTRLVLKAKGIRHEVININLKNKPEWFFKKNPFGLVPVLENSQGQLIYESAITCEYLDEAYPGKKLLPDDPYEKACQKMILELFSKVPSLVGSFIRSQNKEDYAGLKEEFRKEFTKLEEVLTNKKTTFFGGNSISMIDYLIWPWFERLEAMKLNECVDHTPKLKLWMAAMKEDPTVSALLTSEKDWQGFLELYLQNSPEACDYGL
ZTA DNA inh: blocks Epstein-Barr virus ZTA, an EBNA-1 counter-screen. P03206. ZTA-DNA binding, fluorescence polarization. inhibition, % at 11 µM. actives 0.15% (n = 320,000). AID 2234; in the data active means inhibition above about 33%
Target sequence (P03206 whole entry, looked up): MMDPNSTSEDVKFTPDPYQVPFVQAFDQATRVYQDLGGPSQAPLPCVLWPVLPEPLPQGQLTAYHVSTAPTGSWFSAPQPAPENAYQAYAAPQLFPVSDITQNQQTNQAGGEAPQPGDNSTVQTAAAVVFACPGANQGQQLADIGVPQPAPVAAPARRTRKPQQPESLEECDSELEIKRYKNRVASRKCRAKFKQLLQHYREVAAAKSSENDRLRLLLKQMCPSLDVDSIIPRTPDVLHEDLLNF
PREPL inhibitor: human PREPL enzyme inhibition; Q4J6C6; recombinant PREPL, fluorescence polarization activity-based probe; inhibition, % at 5.96 µM; actives 0.68% (n = 320,000); in the data active means inhibition above about 43%;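 further: 0% = enzyme with DMSO and 100% = wells lacking enzyme; many of its hits are not listed in these tables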
PAD4 FP inh: blocks human protein arginine deiminase 4 | inhibition, % at 6.36 µM | actives 0.41% (n = 330,000) | recombinant PAD4, RCA probe fluorescence polarization;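 active means percent inhibition above a cutoff equal to the mean of all tested compounds plus 3 SD, cut at about 15% in these data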;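 further: 0% = PAD4 with RCA probe and DMSO and 100% = probe without PAD4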
PAFAH1B3 FP inh: inhibitors of human PAFAH1B3 | Q15102 | actives 0.28% (n = 340,000) | inhibition, % at 3.39 µM | recombinant PAFAH1B3, FP-rhodamine probe, fluorescence polarization;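 active means inhibition above the screen-wide average of all tested compounds plus 3 SD, cut at about 25% in these data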;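 further: 0% = enzyme with DMSO only and 100% = wells lacking PAFAH1B3 protein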
Target sequence (Q15102 whole entry, looked up): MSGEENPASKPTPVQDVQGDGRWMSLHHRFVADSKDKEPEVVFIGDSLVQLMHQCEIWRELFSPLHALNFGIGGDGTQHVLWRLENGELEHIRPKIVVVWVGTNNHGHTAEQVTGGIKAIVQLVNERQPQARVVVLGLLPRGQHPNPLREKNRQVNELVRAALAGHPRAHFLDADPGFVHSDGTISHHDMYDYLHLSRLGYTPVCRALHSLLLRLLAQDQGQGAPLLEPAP
EBNA-1 inh: blocks EBNA-1 binding to DNA; AID 1950; actives 0.34% (n = 300,000); inhibition, % at 14.8 µM; EBNA-1 DNA binding, fluorescence polarization; in the data active means inhibition above about 28%
LYPLA2 counter: LYPLA2 (human) inhibition in PME1 counter-screen; O95372; recombinant LYPLA2, FP-Rh probe fluorescence polarization; inhibition, % at 5.9 µM; actives 0.38% (n = 320,000); AID 2177;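 active means inhibition above the screen-wide mean plus 3 SD, limit set per campaign, cut at about 26% in these data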;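 further: 0% = LYPLA2 with DMSO and 100% = wells lacking LYPLA2 enzyme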
Target sequence (O95372 whole entry, looked up): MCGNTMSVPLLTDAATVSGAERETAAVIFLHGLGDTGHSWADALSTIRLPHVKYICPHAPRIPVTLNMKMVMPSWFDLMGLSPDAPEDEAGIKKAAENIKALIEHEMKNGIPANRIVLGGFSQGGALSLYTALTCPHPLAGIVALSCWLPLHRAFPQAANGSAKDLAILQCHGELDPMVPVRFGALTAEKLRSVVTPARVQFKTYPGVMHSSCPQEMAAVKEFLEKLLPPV
PAFAH2 inh: inhibitors of human PAFAH2; recombinant PAFAH2, FP-rhodamine activity probe, fluorescence polarization; inhibition, % at 3.39 µM; actives 0.99% (n = 340,000);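 active means inhibition above the mean over all tested compounds plus 3 SD, cut at about 30% in these data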;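 further: inhibitors block probe labeling of enzyme so polarization drops; 0% = enzyme with DMSO and 100% = wells lacking PAFAH2 protein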
Numbers without * were called inactive; . = no result given. Only part of the results is shown; count on the stated rates, not on these rows.

SMILES	LYPLA1 inh	GSTO1 counter	ZTA DNA inh	PREPL inhibitor	PAD4 FP inh	PAFAH1B3 FP inh	EBNA-1 inh	LYPLA2 counter	PAFAH2 inh
COc1cc2[nH]c(=S)n(C3CCCC3)c(=O)c2cc1OC	-3	0	-4	9	-5	1	6	-1	4
COC(=O)c1[nH]c2ccccc2c1NS(=O)(=O)c1ccc(OC)cc1OC	-1	1	13	-4	4	8	10	-2	2
Cc1c(C(=O)NCc2ccccc2)cnn1-c1ccccc1	2	11	-8	2	-1	3	-2	-1	2
C/C(=N\NC(=O)c1ccc(N/N=C(\C)c2ccc(O)cc2)cc1)c1ccc(O)cc1	-7	-19	7	30	-1	9	11	3	6
CCCOc1ccc(C(=O)Nc2ccc(CN3CCOCC3)cc2)cc1	-4	-7	0	7	-8	5	-1	7	0
CCN1CCN(CCCNC(=O)C2c3ccccc3C(=O)N(c3ccc(OC)cc3)C2c2ccc(OC)cc2)CC1 (stereo unspecified)	1	3	14	2	1	6	12	6	6
CSC1=C(C#N)C(=O)NC(c2ccc(Cl)cc2)S1 (stereo unspecified)	-4	7	5	-7	-1	2	0	-1	5
COc1ccccc1/C=C/C(=O)NC(=S)Nc1ccccn1	-9	4	0	24	1	5	9	-7	-4
Cc1ccc[n+](CC(=O)Nc2ccc([N+](=O)[O-])cc2Cl)c1	-4	-4	2	2	-6	0	7	1	-2
NC(=O)CC(NC(=O)c1cccc(Br)c1)c1ccc(NC2CCC2)c([N+](=O)[O-])c1 (stereo unspecified)	0	-3	11	8	3	6	12	7	1
NC(=O)C1(N2CCCCC2)CCN(C(=S)Nc2cc(F)cc(F)c2)CC1	1	0	6	-1	-1	2	5	6	1
O=C(CN1CCOCC1)n1c2c(c3ccccc31)CCCC2	0	3	1	5	2	3	7	1	-3
O=C(NCCc1ccccc1)c1nccc2ccccc12	5	1	1	5	0	2	-9	2	3
CCN(CC)S(=O)(=O)c1cc(NC(=O)COC(=O)c2ccc(NC(=O)CC#N)cc2)ccc1C	-17	-61	2	-25	-6	-21	-2	-10	51*
COc1ccc(S(=O)(=O)NCCCN2CCCC2=O)cc1OC	-4	4	12	-3	5	8	12	-1	4
C/C(N)=C(/C#N)C(=O)COC(=O)c1cc(-c2ccc(C)cc2)nc2ccccc12	-34	2	10	-6	-2	1	-2	-49	-4
COc1ccccc1C(C)NCC(=O)NCc1ccc(C)cc1 (stereo unspecified)	-6	0	7	-23	0	4	15	-4	-2
CCOc1ccccc1NC(=O)COC(=O)COc1c(Cl)cc(Cl)c2ccc(C)nc12	0	3	15	-2	4	7	-5	-1	1
CCOC(=O)c1ccccc1OCc1cc(/C=N/n2cncn2)ccc1OC	-2	-1	3	-16	1	10	0	6	-2
COC(=O)c1c(NC(=O)CSc2nccn2C)sc(C)c1C	-1	9	-3	-7	-4	-6	-8	-1	2
CCOC(=O)c1c(C)[nH]c(C)c1S(=O)(=O)N(C)CC(=O)Nc1ccccc1C	1	2	-4	13	2	4	4	8	0
Clc1ccccc1-c1ccc2ncnc(NCc3ccc4c(c3)OCO4)c2c1	-16	.	2	-16	-5	-5	.	-34	-26
Cc1noc(C)c1C(=O)Nc1ccccc1N1CCOCC1	-5	.	-9	-7	-3	5	.	-1	-8
O=C(CN1CC(=O)Oc2ccccc21)OCC(=O)c1cccc(Br)c1	-1	28	0	10	-5	12	-3	-6	5
Cc1ncn(-c2ccccc2)c1-c1ccccc1	-1	6	-10	18	4	11	-1	1	6

(list continues)
SMILES	LYPLA1 inh	GSTO1 counter	ZTA DNA inh	PREPL inhibitor	PAD4 FP inh	PAFAH1B3 FP inh	EBNA-1 inh	LYPLA2 counter	PAFAH2 inh
C[C@H](CO)N1C[C@H](C)[C@@H](CN(C)S(=O)(=O)c2ccccc2)Oc2c(NS(=O)(=O)c3ccc(F)cc3)cccc2C1=O	.	.	.	20	-1	11	.	.	11
Cc1ccc(OCC(=O)NNC(=O)CSc2ncc(C#N)c(N)n2)cc1	0	13	11	-6	-11	-2	1	0	8
C[C@H](NC(=O)CCCn1nnc2ccccc2c1=O)C(=O)O	1	6	-10	-3	-4	-1	-12	2	2
COc1ccc(CCN(C)C(=O)/C=C/c2c(Cl)nc3ccccn23)cc1OC	0	-3	0	5	-2	6	-5	-1	0
Cc1ccc(-c2csc(NC(=O)C[n+]3cc(-c4ccccc4)n4c3CCC4)n2)cc1	-1	4	25	-8	4	.	-10	0	.
O=C(NCc1ccc2c(c1)OCO2)C1CC(=O)N(c2ccc(Cl)cc2)C1 (stereo unspecified)	-3	2	4	4	-2	3	8	4	-3
CCOc1ccc(NC(=O)N(CCN2CCOCC2)Cc2ccc3c(c2)CCCN3CC)cc1	2	32	-13	17	-2	-6	-5	1	-1
COCCn1nnnc1C(c1cccs1)N1CCN(c2ccccc2)CC1 (stereo unspecified)	1	1	-4	-4	3	11	-10	-6	3
CCn1c(SCC(=O)NC2CCCC2)nnc1-c1ccncc1	0	4	-1	-4	-1	6	-19	4	-5
Cc1nnc(Nc2ccc(C(=O)NCCO)cc2)c2ccccc12	-2	8	-12	4	-1	11	-18	-9	1
O=C(OCc1ccccc1)/C(=C/c1cccc([N+](=O)[O-])c1)NC(=O)c1ccco1	2	1	14	9	-6	5	8	4	-3
COc1cc(CC(=O)OCC(=O)Nc2cc([N+](=O)[O-])ccc2Cl)cc(OC)c1OC	1	14	-3	-1	-2	6	7	-1	-5
Cc1ccc(-n2cc(CN(C)Cc3nccn3C)c(-c3cccc(C)c3)n2)cc1	0	1	13	0	1	0	-15	1	-1
Cc1ccccc1CNC(=O)/C=C\C(=O)O	-2	2	-1	-3	-2	4	1	-3	-9
CCOC(=O)Nc1sc2nc(C)cc(C)c2c1-n1cccc1	5	0	-15	8	-6	0	-12	0	-5
CC1COC(C)(CC(=O)NN2C(=O)c3ccccc3C2=O)O1 (stereo unspecified)	-1	2	-3	-9	2	-3	-7	-4	3
Cc1nc(SCC(=O)N2CC(C)OC(C)C2)nc(C)c1C (stereo unspecified)	-2	6	-4	-1	-1	-5	13	-5	-4
Cc1cc(C)cc(N(C(=O)CNC(=O)c2ccco2)C(C(=O)NC2CCCCC2)c2cccnc2)c1 (stereo unspecified)	0	6	8	-1	-4	-1	1	3	2
COc1ccc(C)cc1S(=O)(=O)Nc1ccccc1C	-6	-5	11	9	-6	0	-9	-7	1
CCOC(=O)C1(C)NC(c2ccc(OC)cc2OC)C2C(=O)N(c3cccc(OC)c3)C(=O)C21 (stereo unspecified)	-1	-7	-1	6	-2	1	-7	3	-4
Nc1nc(COC(=O)C2CC(=O)N(Cc3ccccc3Cl)C2)nc(Nc2ccccc2)n1 (stereo unspecified)	1	.	5	-3	5	-2	.	9	2
Cc1cc(C(=O)CSc2ncccn2)c(C)n1-c1cccc(F)c1	4	1	2	-2	-3	6	5	2	-8
Cn1nnnc1Sc1ncnc2scc(-c3cccc(S(C)(=O)=O)c3)c12	4	.	33	-6	4	4	.	-1	-5
CCN(CC)c1nc2n(c(=O)n1)CCN2CC	0	4	11	4	-5	5	-11	4	-1
CCCCNC(=O)C1COc2ccccc2O1 (stereo unspecified)	-2	6	6	-2	3	-4	-3	-3	-2

Rewritten with two lines to a compound: part of the list above.
Below each compound: LYPLA1 inh | GSTO1 counter | ZTA DNA inh | PREPL inhibitor | PAD4 FP inh | PAFAH1B3 FP inh | EBNA-1 inh | LYPLA2 counter | PAFAH2 inh
> Cc1ccc(-n2cc(CN(C)Cc3nccn3C)c(-c3cccc(C)c3)n2)cc1
→ 0 | 1 | 13 | 0 | 1 | 0 | -15 | 1 | -1
> Cc1ccccc1CNC(=O)/C=C\C(=O)O
→ -2 | 2 | -1 | -3 | -2 | 4 | 1 | -3 | -9

Later entries:
SMILES	LYPLA1 inh	GSTO1 counter	ZTA DNA inh	PREPL inhibitor	PAD4 FP inh	PAFAH1B3 FP inh	EBNA-1 inh	LYPLA2 counter	PAFAH2 inh
CCC(=O)Nc1cccc(NC(=S)NC(=O)c2ccc(C)cc2)c1	2	6	-16	-5	-7	1	-8	6	2
CC(=O)N1CCN(c2ccc([N+](=O)[O-])c(-n3nc(C)cc3C)c2)CC1	-4	9	-20	-10	0	1	-6	-6	-6
CN(C(=O)c1ccc(NC(=O)Cc2cccc(NC(=O)C3CCN(C(=O)c4ccccc4)CC3)c2)cc1)C1CCCC1	-4	.	-3	8	-3	4	.	-11	4
O=C(COC(=O)C1(c2ccccc2)CC1)NNC(=O)c1ccccc1F	1	3	10	4	0	7	1	4	2
Cn1cccc1/C=N/NC(=O)c1ccccn1	4	3	0	0	-4	4	3	4	2
Cc1ccc(/C=N/NC(=O)c2n[nH]c3c2CCCC3)cc1	-2	3	-2	13	1	.	1	1	.
NS(=O)(=O)c1ccc(CNC(=S)NC(=O)c2ccco2)cc1	.	.	.	8	-2	7	.	.	5
O=C(NCCc1ccccc1)C(=O)NCC1(c2ccccc2)CCCC1	4	3	5	1	0	3	9	4	-7
COc1ccc(C(=O)NCCCNC(=O)c2cccnc2)cc1OC	2	0	6	-5	0	-1	7	-3	7
CN(c1cccc(NC(=O)CN(c2cccc(F)c2)S(C)(=O)=O)c1)S(C)(=O)=O	1	-3	10	14	-4	-1	-6	-3	5
O=C(CNCCO)N1CCc2ccccc21	-2	5	-7	1	3	-1	-15	-2	2
Cc1nc(Oc2ccccc2)c2ccccc2n1	5	-2	5	1	1	3	-3	-1	1
O=C(NCc1ccc(F)cc1)C(c1ccccc1)c1ccccc1	-6	15	15	-1	5	3	-9	-9	-4
Cc1ccccc1N1CC2=C(C1=O)C(c1ccccc1)NC(=O)N2C (stereo unspecified)	3	1	1	-2	-3	-2	-6	1	-5
O=C(COC(=O)C1CC(=O)N(c2ccc3c(c2)OCCO3)C1)Nc1ccc2c(c1)CCC2 (stereo unspecified)	-1	-10	3	-10	-4	7	-6	-4	-3
CC(NC(=O)CNC(=S)N(Cc1cccs1)C1CCCC1)c1ccccc1 (stereo unspecified)	3	0	3	-13	-2	1	-13	0	-3
CC(C)OC(=O)CCNc1n[nH]c(=O)[nH]c1=O	-2	11	0	17	5	3	5	5	1
CCOc1ccccc1NC(=O)c1nc(S(=O)(=O)Cc2ccccc2)ncc1Cl	-1	-27	6	-4	-7	2	-4	-4	-2
C/C(CCc1ccccc1)=N\NC(=O)C(=O)Nc1cccc(Cl)c1	-2	0	-12	7	-3	-6	-20	-4	0
Cc1cc(OCC(=O)NNC(=O)c2ccncc2)ccc1C(C)C	0	-9	-4	6	-1	0	-2	-1	4
CC(=O)N1CCc2cc(S(=O)(=O)CCC(=O)Nc3cc(C)cc(C)c3)ccc21	-2	3	7	10	8	5	-17	-3	-2
COc1cccc(-c2ccc3ncnc(NCc4cc(C)cs4)c3c2)c1	-23	.	0	2	-1	-4	.	-41	-12
O=C(COC(=O)Cc1cccc2ccccc12)Nc1ccccc1-c1ccccc1	-6	0	6	-14	-4	4	7	-11	-9
Cc1cccnc1NC(=O)NC(=O)c1ccc(C(C)(C)C)s1	-1	-6	5	-3	0	7	8	0	1
O=C(N/N=C/c1ccc([N+](=O)[O-])o1)C(=O)Nc1ccc(C(=O)O)cc1	1	4	-8	16	-2	-3	3	-2	-7
C[C@H](CO)N1C[C@H](C)[C@@H](CN(C)S(=O)(=O)c2ccc(F)cc2)Oc2ccc(NC(=O)NC3CCCCC3)cc2C1=O	.	.	.	14	-1	8	.	.	4
COc1cc(C(=O)N2C(=O)c3cccc(N)c3C2=O)cc(OC)c1OC	-3	-5	8	6	-4	8	-3	-3	6

A few values from above.
PAFAH2 inh, COc1ccc(C(=O)NCCCNC(=O)c2cccnc2)cc1OC → 7
LYPLA1 inh, C/C(CCc1ccccc1)=N\NC(=O)C(=O)Nc1cccc(Cl)c1 → -2
PAD4 FP inh, Cc1cccnc1NC(=O)NC(=O)c1ccc(C(C)(C)C)s1 → 0
